PI4K2A inh = PI4K2A (human) kinase inhibition. activity change, negative = inhibition, % at 76.9 µM. AID 1346378. Q9BTU6. purified PI4K2A, ADP-Glo luminescence, 1 h; stronger effect = lower value. actives 0.13% (n = 420,000); in the data active means activity change below about -50%; inconclusive means mostly about -30% to -49%;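 further: -100% = wells without enzyme as full effect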
Target sequence (Q9BTU6 whole entry, looked up): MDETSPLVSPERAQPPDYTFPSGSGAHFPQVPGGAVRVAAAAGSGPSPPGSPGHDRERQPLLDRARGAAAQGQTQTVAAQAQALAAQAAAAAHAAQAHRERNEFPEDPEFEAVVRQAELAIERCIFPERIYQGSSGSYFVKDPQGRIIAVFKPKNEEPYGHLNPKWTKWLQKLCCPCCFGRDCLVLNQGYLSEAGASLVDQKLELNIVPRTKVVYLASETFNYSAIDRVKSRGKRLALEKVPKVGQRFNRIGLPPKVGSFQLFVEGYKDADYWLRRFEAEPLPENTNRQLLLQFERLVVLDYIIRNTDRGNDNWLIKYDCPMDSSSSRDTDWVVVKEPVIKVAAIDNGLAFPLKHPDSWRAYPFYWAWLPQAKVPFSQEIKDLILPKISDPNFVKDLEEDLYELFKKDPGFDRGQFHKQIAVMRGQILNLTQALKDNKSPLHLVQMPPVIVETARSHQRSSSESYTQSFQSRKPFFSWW
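PI4K2A activity was measured by ADP-Glo luminescence: enzyme (4 ug/mL stock) and phosphatidylinositol (1.2 mM stock) in Tris pH 7.5/MgCl2/EGTA/Triton X-100 buffer were reacted with ATP (300 microM stock) for one hour at ambient temperature.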
JMJD2A Tudor = blocks the human JMJD2A Tudor domain | O75164 | AlphaScreen JMJD2A-Tudor / H3K4me3 peptide binding | Potency, µM (titrated, usually from 114 µM), for inactives: at the top dose activity change, negative = inhibition, hits mostly inhibitors | actives 4.4% (n = 390,000); further: potency means the concentration at half of the fitted maximal effect; on the % scale 0 is the no-effect control and ±100 the full control effect; nearly all actives have a fitted effect of over 50% in size
GLS inhibitor = glutaminase GLS (human) inhibition; O94925; GLS enzymatic activity, qHTS titration; Potency, µM (series often up to 45.5 µM), without a hit: at the highest dose activity change, negative = inhibition, usual class: inhibitors; actives 0.21% (n = 410,000); further: potency means the concentration at half of the fitted maximal effect; on the % scale 0 is the no-effect control and ±100 the full control effect
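hKGA; 45 mM KH2PO4 pH 8.2 + 0.02% Tween-20; cpd via pin tool; 1 mM Gln soln; GluOx/HRP/Amplex Red; RT 30 min; fluor. t0 & final.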
Pin1 inhibitor = blocks the human prolyl isomerase Pin1; Q13526; Potency, µM (titrated, usually from 115 µM), inactives show top-dose activity, negative = inhibition, actives largely listed as inhibitors; Pin1 FP peptide displacement, HiFluor488, 10 min; actives 0.009% (n = 390,000); active means well fitted inhibition curve with a large enough effect in the polarisation, with a control signal flat, not every such curve was filed as active; inconclusive means small, poorly fitted or top-dose-only effect, or effect the other way, or a change in a side signal; inactive means no such curve, though single readings can be large or run the other way; the % refers to the polarisation; further: potency means the concentration at half of the fitted maximal effect; on the % scale 0 is the no-effect control and ±100 the full control effect
PGK inhibitor = T. brucei PGK inhibition. PGK/GAPDH coupled, Kinase-Glo luminescence, 60 min. P07378. Potency, µM (titrated, usually from 57.5 µM), without a hit: at the top dose activity change, negative = inhibition, usual class: inhibitors. actives 0.043% (n = 380,000); further: potency means the concentration at half of the fitted maximal effect; on the % scale 0 is the no-effect control and ±100 the full control effect; nearly all actives have a fitted effect of over 60% in size
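Luminescent ATP detection (Kinase-Glo Plus) follows a 60-minute room-temperature incubation, with wells lacking PGK as controls. Buffer: 100 mM TEA (pH 7.6), 5 mM MgCl2, 0.01% Tween-20. Coupling enzyme GAPDH (100 nM final) supplies unstable 1,3-BPG in-well.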
G9a inh = G9a (human) methyltransferase inhibition | Q96KQ7 | G9a H3K9 monomethylation, AlphaScreen, 2 h | Potency, µM (series often up to 102 µM), for inactives: at the top dose activity, negative = inhibition, hits mostly inhibitors | actives 8.8% (n = 350,000); further: potency means the concentration at half of the fitted maximal effect; on the % scale 0 is the no-effect control and ±100 the full control effect; nearly all actives have a fitted effect of over 75% in size
Target sequence (Q96KQ7 913-1193 limits assumed): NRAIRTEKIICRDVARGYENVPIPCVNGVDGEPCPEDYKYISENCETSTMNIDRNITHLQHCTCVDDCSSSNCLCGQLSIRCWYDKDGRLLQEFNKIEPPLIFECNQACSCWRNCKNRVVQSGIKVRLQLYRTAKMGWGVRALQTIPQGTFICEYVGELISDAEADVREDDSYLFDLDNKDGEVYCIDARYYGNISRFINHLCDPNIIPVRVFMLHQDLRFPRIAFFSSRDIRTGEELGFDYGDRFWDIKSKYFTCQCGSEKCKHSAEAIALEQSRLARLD
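AlphaScreen detection with an anti-monomethyl H3K9 antibody quantified product after a 2 h room-temperature reaction containing 500 nM biotinylated H3K9 peptide, 20 µM SAM and 20 nM enzyme, which had been preincubated 15 min with compound.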
HP1b binding inh = HP1-beta chromodomain-methylated histone interaction inhibition. AID 540317. P83916. AlphaScreen HP1-beta / biotin-H3K9me3 peptide binding. actives 0.56% (n = 390,000). Potency, µM (top dose mostly 114 µM), inactives show top-dose activity change, negative = inhibition, usual class: inhibitors; further: potency means the concentration at half of the fitted maximal effect; nearly all actives have a fitted effect of over 70% in size; inactives centre near 23
Target sequence (P83916 whole entry, looked up): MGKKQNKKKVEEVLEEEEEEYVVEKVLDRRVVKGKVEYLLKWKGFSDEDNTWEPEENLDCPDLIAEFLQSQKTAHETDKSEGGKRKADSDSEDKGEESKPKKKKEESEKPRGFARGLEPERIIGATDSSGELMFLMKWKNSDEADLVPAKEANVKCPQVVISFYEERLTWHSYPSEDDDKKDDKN
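HP1-beta protein (50 nM final) preincubated 30 min at room temperature with biotinylated H3(1-18)K9me3 peptide (50 nM) in PBS pH 7.4, 0.01% Tween-20, then compound added for 30 min. AlphaScreen streptavidin donor/nickel chelate acceptor beads (10 ug/mL final), 30 min dark, luminescence read.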
POLH inh = DNA polymerase eta (human) inhibition. actives 1.2% (n = 390,000). Q9Y253. AID 588591. Potency, µM (doses to about 114 µM), without a hit: at the highest dose activity change, negative = inhibition, actives largely listed as inhibitors. recombinant Pol eta, fluorescent DNA replication assay; further: potency means the concentration at half of the fitted maximal effect; on the % scale 0 is the no-effect control and ±100 the full control effect
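Fluorescent replication assay: 50 nM final substrate added after a 15 min room-temperature compound preincubation with 10 nM enzyme. Signal taken at 0 min and again at 10 min.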
BAZ2B inh = inhibitors of human BAZ2B bromodomain; Q9UIF8; AlphaScreen BAZ2B-H3K14Ac peptide displacement; Potency, µM (series often up to 114 µM), for inactives: at the highest dose activity change, negative = inhibition, most hits filed as inhibitors; actives 4.4% (n = 360,000); AID 504333; further: potency means the concentration at half of the fitted maximal effect; on the % scale 0 is the no-effect control and ±100 the full control effect; nearly all actives have a fitted effect of over 60% in size
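In this displacement format the biotinylated H3(5-23) peptide acetylated at Lys14 serves as ligand at 50 nM, with BAZ2B at 50 nM in PBS pH 7.4 containing 0.01% Tween-20. Donor and acceptor beads are 10 ug/mL final.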
* hit, by the source's call; i = inactive; ? = inconclusive; · = not tested or not shown; & = joins results of further samples; [ ] = remark or other dose. Unless noted, the call rests on the fitted dose curve; in most records, active means well fitted curve in the direction sought with a large enough effect; inconclusive means small, poorly fitted or top-dose-only effect, or another doubt; inactive means no such curve, though single readings can be large; an effect the other way counts as inactive or inconclusive. Some of the compounds tested, so the mix of outcomes need not match the whole.

(1) CC1CCN(S(=O)(=O)c2ccc(NC(=O)Cc3cccs3)cc2)CC1
(2) COc1ccc(N2CCN(S(=O)(=O)c3c(C(=O)N4CCOCC4)c(C)n(C)c3C)CC2)cc1
(3) CCC(c1nnnn1C(C)(C)C)N(Cc1cccs1)Cc1cc2cc(C)c(C)cc2n2nnnc12 (stereo not drawn)
(4) COc1ccc(C(C(=O)NC(C)(C)C)N(C[C@H]2CC[C@@H]([C@@H]3CC[C@H](CO)O3)O2)C(=O)c2ccccc2)cc1 (stereo partly drawn)
(5) Cc1cc(C)cc(NC(=S)N2CC(C)OC(C)C2)c1 (stereo not drawn)
(6) Cc1ccccc1S(=O)(=O)Nc1ncnc2ccccc12
(7) COc1ccc(COCC(O)CN2CCC(C(N)=O)CC2)cc1OC (stereo not drawn)
(8) Cc1cc2oc(=O)c3c(c2cc1OC(=O)c1ccco1)CCCC3
Compound,1,2,3,4,5,6,7,8
PI4K2A inh,-4,0,4,2,1,-3,-1,1
JMJD2A Tudor,50µM*,-10%,-3%,-19%,1%,0%,-15%,3%
GLS inhibitor,4%,28%,11%,-3%,5%,19%,0%,0%
Pin1 inhibitor,6%,0%,2%,-8%,0%,-6%,-7%,-2%
PGK inhibitor,-10%,10%,0%,-7%,-10%,-1%,-11%,-4%
G9a inh,?,-33%,·,·,14%,9%,-2%,7%[12.7 µM]
HP1b binding inh,1%,62%[activator],31%,1%,37%,39%,21%,21%
POLH inh,?,0%,-4%,-14%,-20%,-14%,-15%,-3%
BAZ2B inh,?,-28%,·,·,-5%,-13%,-2%,6%

(9) O=C(Nc1nccs1)c1ccc(N2C(=O)C3CCCCC3C2=O)cc1 (stereo not drawn)
(10) Cc1ccc2c(C)c(C(=O)N3CCC(c4nc5ccccc5s4)CC3)oc2c1C
(11) C[C@H](O)C(=O)C1=Nc2c(nc(N)[nH]c2=O)NC1
(12) COC(C/C=C/[C@@H](O)[C@@H](C)OCc1ccccc1)OC
(13) CCc1c(O)nc(SCC(=O)N2CCOCC2)n(-c2ccccc2)c1=O
(14) O=C(Oc1ccc(/C=N/NC(=O)c2ccccn2)cc1)c1cccc(Br)c1
(15) COc1ccc(N2CCN(C(CNC(=O)C(C)(C)C)c3cccnc3)CC2)cc1 (stereo not drawn)
(16) CCN(CC1CCCN(CCc2cccc(F)c2)C1)C(=O)c1cc2ccccc2o1 (stereo not drawn)
Compound,9,10,11,12,13,14,15,16
PI4K2A inh,-1,2,4&-1,0,-4,3,-5,5
JMJD2A Tudor,-11%,-6%,-12%,-12%,-12%,-13%,-13%,-14%
GLS inhibitor,3%,-1%,12%,-3%,2%,5%,41%[activator],0%
Pin1 inhibitor,1%,2%,-22%,-9%,22%,5%,11%,-7%
PGK inhibitor,i,-6%,-9%,i,i,1%,i,-3%
G9a inh,·,-3%[59 µM],?,·,16%[59 µM],33%,?,4%
HP1b binding inh,-6%,35%,51%[activator],36%,18%,31%,64%[activator],44%[activator]
POLH inh,-2%,-15%,-8%,-5%,-1%,-28%,-7%,-17%
BAZ2B inh,?,-28%,0%,·,9%,-12%,·,-19%

(17) CCC(C(=O)OCC(=O)Nc1cc(Cl)ccc1Cl)c1ccccc1 (stereo not drawn)
(18) CN(Cc1ccccc1)C(=O)COC(=O)c1ccc(S(=O)(=O)N(C)C)cc1
(19) O=C(Cn1cnc2c(nnn2Cc2ccccc2)c1=O)c1ccc(Cl)cc1
(20) CCOc1cc(-c2c(C#N)c(=O)[nH]c3c2c(C)nn3-c2ccc(F)cc2)ccc1O
(21) CCCCc1nccn1CCn1ccnc1CCCC
(22) COC(=O)c1ccc(Cl)cc1NC(=O)N(Cc1ccc(C)o1)C1CCN(C(C)=O)CC1
(23) Cc1nc2ccccn2c1-c1csc(Nc2cccc(O)c2)n1
(24) Cc1cc(C(=O)N2CCN(S(=O)(=O)c3ccc(C)c(C)c3)CC2)no1
Compound,17,18,19,20,21,22,23,24
PI4K2A inh,1,-4,8,5,3,-1,5,2
JMJD2A Tudor,66%[activator],9%,-17%,-6%,-26%,-26%,-35%,-10%
GLS inhibitor,1%,-2%,1%,0%,-3%,-7%,0%,6%
Pin1 inhibitor,8%,2%,4%,-2%,-9%,?,3%,3%
PGK inhibitor,7%,-9%,-3%,-12%,-8%,10%,-1%,i
G9a inh,106%[activator][59 µM],3%,8%[59 µM],1%,?,-9%[59 µM],·,12%
HP1b binding inh,148%[activator],30%[activator],31%,30%,28%,-2%,-9%,10%
POLH inh,-22%,-23%,-6%,-7%,-8%,-17%,-25%,0%
BAZ2B inh,73%[activator],·,-2%,-18%,6%,-27%,-5%,8%

Laid out differently: results already given
#	Structure	PI4K2A inh	JMJD2A Tudor	GLS inhibitor	Pin1 inhibitor	PGK inhibitor	G9a inh	HP1b binding inh	POLH inh	BAZ2B inh
6	Cc1ccccc1S(=O)(=O)Nc1ncnc2ccccc12	-3	0%	19%	-6%	-1%	9%	39%	-14%	-13%
7	COc1ccc(COCC(O)CN2CCC(C(N)=O)CC2)cc1OC (stereo not drawn)	-1	-15%	0%	-7%	-11%	-2%	21%	-15%	-2%
16	CCN(CC1CCCN(CCc2cccc(F)c2)C1)C(=O)c1cc2ccccc2o1 (stereo not drawn)	5	-14%	0%	-7%	-3%	4%	44%[activator]	-17%	-19%
8	Cc1cc2oc(=O)c3c(c2cc1OC(=O)c1ccco1)CCCC3	1	3%	0%	-2%	-4%	7%[12.7 µM]	21%	-3%	6%
9	O=C(Nc1nccs1)c1ccc(N2C(=O)C3CCCCC3C2=O)cc1 (stereo not drawn)	-1	-11%	3%	1%	i	·	-6%	-2%	?
12	COC(C/C=C/[C@@H](O)[C@@H](C)OCc1ccccc1)OC	0	-12%	-3%	-9%	i	·	36%	-5%	·

Further entries follow:
(25) COc1ccc(OC)c(C(=O)/C=C/c2cccnc2)c1
(26) Cc1ccc(-c2nnnn2-c2ccccc2C(=O)O)cc1
(27) CC1CC(C)(C)N2C(=O)C3(Nc4ccccc4S3)c3cccc1c32 (stereo not drawn)
(28) COc1ccc(NC(=O)CSc2nc3sc(C)c(C)c3c(=O)n2Cc2ccco2)cc1
(29) O=C(CCC(=O)N(CC(=O)NC1CCCC1)Cc1ccc2c(c1)OCO2)Nc1ccccn1
(30) Cc1cccc(OCC(=O)Nc2ccc(S(=O)(=O)N3CCCC3)cc2)c1
(31) CCn1cc(Cl)c(C(=O)Nc2c(C)nn(Cc3c(F)c(F)c(F)c(F)c3F)c2C)n1
(32) CCCCn1c2ccc(F)cc2c2nnc(SCCN3CCCCC3)nc21
Compound,25,26,27,28,29,30,31,32
PI4K2A inh,6,5,4,-4,-8,-3,-1,-2&-7
JMJD2A Tudor,-8%,-20%,50µM*,-18%,-13%,-10%,-3%,-28%&-8%
GLS inhibitor,-4%,1%,14%,-1%,-1%,1%,-2%,-1%&-8%
Pin1 inhibitor,11%,1%,-3%,-13%,-6%,11%,-9%,-3%&7%
PGK inhibitor,1%,-2%,-10%,-4%,3%,i,-5%,-7%&-7%
G9a inh,50µM*,·,45µM*,?,6%,32µM*,-2%,6%
HP1b binding inh,35%,20%,-2%,22%,37%,38%[activator],33%,31%&20%
POLH inh,-9%,-2%,-22%,-8%,-18%,-12%,-20%,-21%&-1%
BAZ2B inh,-40%,·,50µM*,-17%,6%,-9%,-10%,0%&-17%

(33) CCC12CN3CC(CC)(CN(C1)C31C(=O)N(C)c3ccc(C)cc31)C2=O (stereo not drawn)
(34) CCOC(=O)CC(=O)CSCC(=O)Nc1ccc(C)cc1
(35) CCOc1ccc(/C(O)=C2/C(=O)C(=O)N(c3ncccn3)C2c2ccccc2)cc1 (stereo not drawn)
(36) COCCNC(=O)CSc1nc2ccccc2c(=O)n1CC1CCCO1 (stereo not drawn)
(37) CN(CC1CCOCC1)C(=O)CC1C(=O)NCCN1Cc1cccc(F)c1 (stereo not drawn)
(38) COC(=O)c1sc(N2C(=O)c3oc4ccccc4c(=O)c3C2c2cccc(O)c2)nc1C (stereo not drawn)
(39) COc1ccc2c(c1)N(C)/C(=C1/SC(=NCc3ccccc3)N(c3ccccc3)C1=O)S2
(40) COc1cccc(CNC(=O)Cn2cccc2)c1
(41) COC(=O)CCn1nc(-c2ccc(C)cc2)c2ccccc2c1=O
Compound,33,34,35,36,37,38,39,40,41
PI4K2A inh,2,-1,1,1,3,0,-10,1,3
JMJD2A Tudor,-1%,-10%,-14%,3%,-14%,-14%,-23%,-18%,-1%
GLS inhibitor,-5%,20%,14%,6%,0%,1%,12%,5%,-26%
Pin1 inhibitor,1%,5%,-4%,-3%,-1%,5%,6%,1%,-2%
PGK inhibitor,-3%,0%,·,-2%,0%,8%,-1%,-2%,1%
G9a inh,10%[59 µM],-2%[59 µM],?,13%[59 µM],·,-12%,0%[59 µM],-1%,-2%
HP1b binding inh,27%,22%,22%,30%,30%,0%,17%,6%,43%[activator]
POLH inh,-8%,-12%,4%,-5%,-9%,-2%,?,-8%,-9%
BAZ2B inh,-20%,2%,-2%,8%,-2%,-4%,9%,-32%,7%

Screening data: PubChem BioAssay, National Center for Advancing Translational Sciences (NCATS)
